TrxR1 substrate: qHTS Assay for Substrates of Mammalian Selenoprotein Thioredoxin Reductase 1 (TrxR1): qHTS; purified TrxR1 substrate turnover, NADPH consumption readout; 390,000 tested, 0.01% active; Potency, µM (doses to about 114 µM), for inactives: at the top dose activity change, negative = substrate turnover; Thioredoxin reductase 1, cytoplasmic (Rattus norvegicus), O89049; AID 588456, 2011; also: potency is read from the fitted curve at half-maximal effect; % is scaled to controls: 0 for no effect and ±100 for the full control effect; nearly all actives have a fitted effect of over 50% in size
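Rat TrxR1, dispensed at 90 nM, was prereduced with 400 uM NADPH (final) for 5 min at ~22 deg C, then incubated with compound 15 min before 400 uM selenite. A first-read NADPH fluorescence drop versus no-compound background flagged substrates.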
IDH1 R132H inh: qHTS for Inhibitors of mutant isocitrate dehydrogenase 1 (IDH1): qHTS | IDH1-R132H enzyme, NADPH consumption, diaphorase/resazurin fluorescence | AID 602179, 2012 | Potency, µM (doses to about 76.6 µM), inactives show top-dose activity change, negative = inhibition, most hits filed as inhibitors | 390,000 tested, 0.093% active | Isocitrate dehydrogenase [NADP] cytoplasmic (Homo sapiens), O75874; also: potency is read from the fitted curve at half-maximal effect; % is scaled to controls: 0 for no effect and ±100 for the full control effect; nearly all actives have a fitted effect of over 65% in size
Target sequence (O75874 whole entry R132H, stated change not applied): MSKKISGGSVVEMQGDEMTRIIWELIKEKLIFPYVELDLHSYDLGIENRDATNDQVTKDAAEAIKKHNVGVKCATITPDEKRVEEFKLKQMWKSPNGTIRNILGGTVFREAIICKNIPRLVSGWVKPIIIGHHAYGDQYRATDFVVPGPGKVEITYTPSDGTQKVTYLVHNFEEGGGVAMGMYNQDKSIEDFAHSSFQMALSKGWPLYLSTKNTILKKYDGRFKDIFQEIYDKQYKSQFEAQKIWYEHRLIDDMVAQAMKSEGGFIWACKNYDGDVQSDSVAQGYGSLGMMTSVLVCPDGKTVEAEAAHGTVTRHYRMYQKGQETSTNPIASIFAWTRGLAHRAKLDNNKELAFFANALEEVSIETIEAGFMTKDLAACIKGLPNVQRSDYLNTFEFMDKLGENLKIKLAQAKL
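IDH1-R132H (0.5 ug/mL) preincubated 30 min with compound, then NADPH (0.016 mM) and alpha-KG (2 mM) added; 80 min at RT, pH 7.5. Remaining NADPH coupled via diaphorase/resazurin to fluorescence (540/590 nm); concentration-response curves normalized to no-enzyme control.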
D2 ag: HTS Assay for Allosteric Agonists of the Human D2 Dopamine Receptor: Primary Screen for Agonists; 340,000 tested, 0.53% active; D(2) dopamine receptor (Homo sapiens), P14416; activation, % at 2 µM; HEK293 T-REx D2 cells, calcium flux agonist mode;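 active = activation over 3 SD above normal in the single-dose calcium agonist read, cut at about 30% in these data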; also: 0% is about no effect
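HEK293 Trex D2 cells, tetracycline-induced, o/n 30 C 5% CO2; no-wash Ca dye, RT 30–90 min; 10-cycle baseline, 23 nl cpd added, kinetic Ca read 180 s; agonist hits = positive Ca response.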
TRHR enhancer: qHTS for Small Molecule Agonists and Allosteric Enhancers of Human TRH Receptor: Primary Screen for Enhancers; enhancement, % at 2 µM; TRHR cells, fluo-8 calcium fluorescence, EC20 TRH enhancement; 360,000 tested, 0.66% active; AID 493056, 2011; in the data active = enhancement above about 30%; also: 0% is about no effect
Target sequence (P34981 whole entry, looked up): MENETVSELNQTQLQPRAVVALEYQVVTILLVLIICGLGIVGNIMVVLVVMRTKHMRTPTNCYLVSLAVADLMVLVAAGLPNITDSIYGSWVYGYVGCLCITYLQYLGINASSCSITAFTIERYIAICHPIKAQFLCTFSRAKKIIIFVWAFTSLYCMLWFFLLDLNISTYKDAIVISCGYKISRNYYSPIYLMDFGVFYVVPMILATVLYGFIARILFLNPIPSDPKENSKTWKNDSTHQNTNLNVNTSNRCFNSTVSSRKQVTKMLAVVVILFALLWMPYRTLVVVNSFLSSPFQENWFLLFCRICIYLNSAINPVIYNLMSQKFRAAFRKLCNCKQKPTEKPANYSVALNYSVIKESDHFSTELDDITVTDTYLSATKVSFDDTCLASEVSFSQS
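TRHR-expressing cells loaded with fluo-8 calcium dye were read kinetically (ex 480/em 530) during compound addition, then stimulated with an EC20 of TRH (10 nM final). Enhancement of the Gq-mediated intracellular calcium response was scored.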
TrxR1 inh: qHTS Assay for Inhibitors of Mammalian Selenoprotein Thioredoxin Reductase 1 (TrxR1): qHTS; Thioredoxin reductase 1, cytoplasmic (Rattus norvegicus), O89049; recombinant rTrxR1, NADPH fluorescence consumption, selenite substrate; Potency, µM (series often up to 114 µM), without a hit: at the top dose activity change, negative = inhibition, usual class: inhibitors; 390,000 tested, 1% active; also: potency is read from the fitted curve at half-maximal effect; % is scaled to controls: 0 for no effect and ±100 for the full control effect; nearly all actives have a fitted effect of over 65% in size
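Rat TrxR1 (90 nM in the dispensed reagent) was pre-reduced with 400 uM NADPH for 5 min at room temperature, then incubated with compound for 15 min. After 400 uM selenite was added, NADPH fluorescence (Ex 340/Em 450 nm) was followed for 8 min.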
Pin1 inhibitor: qHTS Assay to Find Inhibitors of Pin1; Peptidyl-prolyl cis-trans isomerase NIMA-interacting 1 (Homo sapiens), Q13526; Pin1 FP peptide displacement, HiFluor488, 10 min; Potency, µM (doses to about 115 µM), without a hit: at the highest dose activity, negative = inhibition, actives largely listed as inhibitors; 390,000 tested, 0.009% active; AID 504891, 2011; active = well fitted inhibition curve with a large enough effect in the polarisation, with a control signal flat, not every such curve was filed as active; inconclusive = small, poorly fitted or top-dose-only effect, or effect the other way, or a change in a side signal; inactive = no such curve, though single readings can be large or run the other way; the % refers to the polarisation; also: potency is read from the fitted curve at half-maximal effect; % is scaled to controls: 0 for no effect and ±100 for the full control effect
Target sequence (Q13526 whole entry, looked up): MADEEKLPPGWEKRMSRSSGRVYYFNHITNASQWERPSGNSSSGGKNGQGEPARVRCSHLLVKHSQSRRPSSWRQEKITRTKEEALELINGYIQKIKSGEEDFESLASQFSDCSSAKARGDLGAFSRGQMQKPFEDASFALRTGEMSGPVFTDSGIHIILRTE
TRHR agonist: qHTS for Small Molecule Agonists and Allosteric Enhancers of Human TRH Receptor: Primary Screen for Agonists | TRHR cells, calcium flux fluo-8, FDSS agonist mode | activation, % at 2 µM | 360,000 tested, 0.18% active; in the data active = activation above about 30%; also: 0% is about no effect
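Fluo-8-loaded TRHR cells; 10 s baseline, compound added, kinetic Ca2+ fluorescence read 1/s, agonist mode.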
D2 antag: HTS Assay for Allosteric Antagonists of the Human D2 Dopamine Receptor: Primary Screen for Antagonists | HEK293 TREx D2 cells, calcium flux, dopamine EC80 | inhibition, % at 10 µM | 340,000 tested, 2% active | AID 485344, 2010; in the data active = inhibition above about 30%; also: 0% is about no effect
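Read-out: kinetic calcium fluorescence (1 cycle/s) in inducible HEK293 T-REx D2 cells after an EC80 dopamine addition that followed 180 s compound preincubation. Loss of the dopamine response indicates antagonism.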
USP1 inh: Inhibitors of USP1/UAF1: Primary Screen; recombinant USP1/UAF1, Ub-Rhodamine cleavage fluorescence; Potency, µM (doses to about 57.1 µM), for inactives: at the highest dose activity change, negative = inhibition, hits mostly inhibitors; Ubiquitin carboxyl-terminal hydrolase 1 (Homo sapiens), O94782; AID 743255, 2014; 390,000 tested, 0.23% active; also: potency is read from the fitted curve at half-maximal effect; % is scaled to controls: 0 for no effect and ±100 for the full control effect; nearly all actives have a fitted effect of over 60% in size; inactives centre near -12
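1 nM enzyme complex + cpd, 15 min RT; start with Ub-Rho 150nM final; kinetic fluorescence ex 480/em 540, 6 reads q60 s. Buffer 50mM HEPES pH 7.8, 0.5mM EDTA, 0.1 mg/ml BSA, 1mM TCEP, 0.01% Tween-20.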
Starred values were filed as active, the others as inactive; ? = inconclusive; · = no result given; [ ] = dose if it differs, or a comment. Unless noted, calls follow the shape of the dose curve; as a rule, active = well fitted inhibition curve with a large enough effect; inconclusive = small, poorly fitted or top-dose-only effect; inactive = no such curve, though single readings can be large or run the other way. Only part of the results is shown. The share of hits here may be higher or lower than overall.

SMILES | TrxR1 inh | USP1 inh | D2 antag | Pin1 inhibitor | IDH1 R132H inh | TrxR1 substrate | TRHR agonist | D2 ag | TRHR enhancer
CCOC(=O)c1ccc(S(=O)(=O)NCC(c2ccc(N(C)C)cc2)c2c[nH]c3ccccc23)cc1 (stereo unspecified) | 20.6% | -21.9% | -0.6 | 25.6% | 2.9% | -16.8%[57.1 µM] | -0.1 | -1.3 | 1.5
CCOc1ccc(CCNC(=O)CCC(=O)N2CCOc3ccc(C)cc32)cc1OCC | 7.7%[57.1 µM] | -9.6% | -9.4 | -8.1% | -6.1% | 0.4%[57.1 µM] | -0.8 | 0.2 | 0.8
O=C(NCc1ccco1)c1ccc(S(=O)(=O)N2CCCCCC2)cc1 | -6.5% | -15.1% | -15.1 | -6.5% | -5.6% | -7.8% | -0.8 | 0.4 | -19.4
COc1ccc(N2CCN(C(=S)NCCc3ccccc3)CC2)cc1 | 9.2% | -5.8% | · | -6.6% | 1.4% | -0.2% | · | · | ·
Cc1cc(C)c(C#N)c(SCC(=O)Nc2nonc2N)n1 | 34.7%[57.1 µM] | -20.8% | -1.9 | 12.1% | 5.6% | -11.4%[57.1 µM] | -1.3 | -0.9 | -4.0
COc1ccc(-n2c3c(cc(C(=O)N4CCC(C)CC4)c2=O)C(=O)CC(C)(C)C3)cc1 | 10.6%[57.1 µM] | -18.7% | -16.1 | 0.1% | -6.6% | -4.0% | 2.5 | 11.1 | 5.2
CCn1c(SCC(N)=O)nc2c1c(=O)n(C)c(=O)n2C | 19.7% | 5.9% | 7.4 | 3.0% | 0.4% | 5.5% | 1.3 | 1.0 | 1.9
O=C(CN1CCN(CC(=O)Nc2ccc(-c3ccccc3)cc2)CC1)Nc1ccc(F)cc1 | -0.4% | -29.5% | -7.4 | -0.6% | -0.8% | 0.5% | -2.1 | -1.3 | -4.0
COC(=O)C1(CCSC)NC(c2ccccc2OC)C2C(=O)N(C)C(=O)C21 (stereo unspecified) | 11.3%[57.1 µM] | -15.4% | 10.8 | -0.1% | 4.3% | 12.0%[57.1 µM] | -0.2 | -0.6 | -11.9
CCCCCCCC(=O)N/N=C(\C)c1ccc(O)cc1O | -6.8% | -2.0% | 71.8* | 36.9%[activator] | 0.9% | -7.0% | 0.6 | -1.6 | -2.5
CCOC(=O)c1sc(-c2ccc(F)cc2)cc1NC(=O)Nc1ccccc1OC | 10.4% | -15.5% | 8.4 | 0.3% | 5.6% | 3.4% | 0.4 | 0.6 | -1.8
Cc1cc(NC(=O)c2ccco2)cc(-c2nc3cc(Cl)ccc3o2)c1O | 32.0%[11.4 µM] | -21.1% | · | 46.8%[activator] | 16.0% | -2.0% | 2.1 | -0.7 | -5.1
CC(=O)NCc1ccc(-c2nc3ccccc3s2)cc1 | 17.7% | -20.1% | -0.7 | 4.0% | 3.5% | 5.1% | 0.4 | -0.2 | 2.8
CCc1ccccc1N1C(=O)[C@@H]2Cc3ccccc3CN2C1=O | 23.4% | -17.6% | · | -11.4% | -1.4% | 7.3% | 0.1 | · | 3.1
O=C(NCCNC(=O)c1ccco1)c1ccc(F)cc1 | 21.9%[57.1 µM] | -13.1% | 8.5 | 1.5% | 3.4% | 5.9%[57.1 µM] | 0.5 | -0.2 | 9.0
CN(C)c1ccc(NC(=O)Cn2cc(S(=O)(=O)Cc3ccccc3Cl)c3ccccc32)cc1 | 9.7% | 6.3% | · | 17.2% | · | -7.4% | 0.2 | 0.3 | 5.5
CC(C)C(NS(=O)(=O)c1c(Cl)cccc1Cl)C(=O)OCC(=O)c1c[nH]c2ccccc12 (stereo unspecified) | -12.3% | -8.4% | 5.5 | ? | 4.8% | -12.1% | 3.1 | 11.4 | -2.0
COc1ccc(NC(=O)C2CCN(S(=O)(=O)c3cn(C)cn3)CC2)cc1Cl | 13.2%[57.1 µM] | -11.4% | · | -4.7% | -4.3% | -1.2%[57.1 µM] | -0.1 | 0.9 | -0.8
CSC1=NC2(CC(c3ccccc3)Oc3cc(O)ccc32)CC(C)(C)N1 (stereo unspecified) | 4.0% | -18.5% | 10.6 | 0.0% | 7.4% | 9.5% | 0.3 | -0.3 | 2.7
O=C(Cn1nnc(-c2ccccc2)n1)N1CCN(c2ccc(F)cc2)CC1 | 4.5%[57.1 µM] | -5.8% | -17.1 | 19.7% | 0.9% | -5.8% | 0.0 | -1.4 | -0.6
Cc1cc(NC(=O)c2cc(-c3cccs3)nc3ccccc23)no1 | 38.6%[activator][57.1 µM] | -16.0% | 37.3* | 3.7% | 0.4% | 61.8%[activator][57.1 µM] | 0.4 | 0.1 | -12.1
CCCn1cc(SCC(=O)Nc2ccc3c(c2)OCO3)c2ccccc21 | 17.0%[57.1 µM] | -19.0% | -6.4 | -3.1% | 2.5% | -0.2%[57.1 µM] | -0.7 | -0.9 | 1.1
C/C(N)=C(/C#N)C(=O)CSc1nnc(Nc2ccccc2C)s1 | 14.6% | -3.8% | 1.1 | 9.1% | 1.9% | -2.5% | -0.6 | -0.2 | -2.5
COc1ccccc1/C=C/C(=O)OCC(=O)N1c2ccccc2CC1C (stereo unspecified) | 22.6% | -10.8% | -9.6 | 10.5% | -0.7% | 5.7% | 0.2 | -0.4 | -0.6
c1ccc(Cn2cc(CN3CCCO3)c(-c3ccc4c(c3)OCO4)n2)cc1 | 16.6% | -15.9% | 2.5 | -7.6% | 5.9% | 9.1% | 0.9 | 0.7 | 2.1
O=C(c1ccc(COc2c(F)c(F)cc(F)c2F)o1)N1CCN(c2ccc(Cl)cc2)CC1 | 4.3% | -16.6% | -20.8 | 2.1% | 2.9% | 5.7% | 0.0 | 0.0 | -6.5
COC(=O)C(C(=O)OC)c1ccccc1[N+](=O)[O-] | 13.9% | -7.8% | 3.8 | -2.4% | 0.8% | 6.9% | 0.2 | 0.9 | -4.5
CCc1nc2ccc(C(=O)Nc3ccc4c(c3)OCO4)cc2nc1CC | 27.0%[57.1 µM] | -16.7% | -3.5 | 0.4% | 7.0% | -2.7% | 0.2 | -0.2 | 38.7*
CCc1c(C(=O)NNC(=S)NCCc2ccccc2)csc1C | 15.6% | -23.3% | 22.1 | -1.3% | 7.8% | 6.1% | -0.6 | -0.4 | -1.3
CCOC(=O)c1[nH]cnc1C(=O)O | 22.9%[57.1 µM] | 2.0% | 26.2 | -1.0% | 5.2% | 13.5%[57.1 µM] | 1.1 | 2.3 | -5.5
Cc1cc(C(=O)OC(C)C(=O)Nc2nc(-c3ccccc3)cs2)c(C)o1 (stereo unspecified) | -0.6% | ? | -8.3 | -0.7% | -0.8% | 0.5% | -0.1 | -0.8 | 2.5
O=C(O)C1CCCC[C@H]1C(=O)Nc1ncc([N+](=O)[O-])s1 (stereo partly specified) | 25.9%[57.1 µM] | -2.2% | 3.4 | 3.3% | -3.2% | 9.6%[57.1 µM] | 0.1 | -1.1 | -5.9
CCCCCC(=O)Nc1ccc(NC(=O)c2cc3ccccc3o2)c(OC)c1 | 44.4% | 11.0% | · | 12.2% | 19.8% | 11.7% | 0.0 | 0.8 | 1.0
CCCN(CC(=O)Nc1ccccc1C)C(=O)/C=C/c1cccs1 | -11.8% | -7.5% | -2.3 | 3.2% | 0.0% | -7.6% | -1.1 | 2.6 | 2.3
Cc1ccc(OCc2ccc([N+](=O)[O-])cc2)c([N+](=O)[O-])n1 | 8.8% | -13.8% | -0.5 | -2.4% | -4.1% | 4.4% | 5.0 | 0.2 | 2.1
O=C1CCCc2sc3c(c2N1)CCCCC3 | -2.8% | 0.0% | 13.1 | -7.1% | 5.9% | -7.4%[57.1 µM] | -1.2 | -1.8 | 2.8
CCCOc1ccc(C(=O)N2CCCc3ccccc32)cc1 | 10.1% | -10.5% | 17.6 | -6.5% | 2.1% | -1.7% | -0.8 | -0.4 | -3.3
CO/N=C/c1ccc(Sc2ccccc2N)c([N+](=O)[O-])c1 | -13.1% | -18.9% | -15.6 | -16.7% | 2.4% | -5.8% | -0.8 | -1.1 | -5.2
CC(C)CC(C(=O)Nn1cnnc1)N1C(=O)c2ccccc2C1=O (stereo unspecified) | 14.7% | 2.8% | 13.5 | -6.7% | 2.0% | 5.9% | -1.4 | 0.1 | -1.7
C[C@@H](NC(=O)[C@@H]1Cc2ccccc2CN1C(=O)OC(C)(C)C)C(=O)NCC1CCCO1 (stereo partly specified) | 28.4% | -17.6% | -6.1 | -21.5% | 0.0% | 7.9% | 0.3 | 1.9 | 17.6
CC(C)NC(=O)c1ccc(OC2CSC2)cc1 | 14.9% | -0.1% | 17.6 | 0.0% | 13.1% | 5.5% | -0.5 | -0.1 | -4.8
Cc1c(C#N)c2ccccc2n1CC(=O)NCC1CCCO1 (stereo unspecified) | -10.6%[57.1 µM] | -7.6% | 3.1 | 0.8% | 0.2% | 8.5%[57.1 µM] | 0.0 | -0.5 | -5.0
CCc1ccc(NC(=O)CC2C(=O)N(c3cccc(OC)c3)C(=O)N2C2CCCC2)cc1 (stereo unspecified) | 3.5% | -3.1% | · | 0.8% | 21.2% | -7.1% | 0.3 | 0.0 | -0.7
